KB-3-1 tox: kills parental KB-3-1 adenocarcinoma cells; KB-3-1 viability, CellTiter-Glo ATP luminescence, 72 h; Potency, µM (highest dose often 46.1 µM), without a hit: top-dose activity change, negative = cytotoxic, most hits filed as cytotoxic; 1.4% of 400,000 active; also: % is scaled to controls: 0 for no effect and ±100 for the full control effect; nearly all actives have a fitted effect of over 60% in size
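Here the drug-naive KB-3-1 line serves as comparator for MDR sub-line selectivity; cells received compound titrations, 72 h at 37 °C, then CellTiter-Glo readout.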
HT1080NT lethal: kills 2HG-producing HT-1080-NT fibrosarcoma cells. Potency, µM (doses to about 46.1 µM), inactives show at the top dose activity, negative = less viability, usual class: cytotoxic. HT-1080-NT fibrosarcoma viability, CellTiter-Glo ATP luminescence, 48 h. 1.6% of 360,000 active. AID 686970;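 also: NT is the 2HG producing partner of a matched IDH1 knockdown line; 0% = DMSO-treated cells and -100% = media-only wells without cells; nearly all actives have a fitted effect of over 55% in size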
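Viability of the 2HG-overproducing fibrosarcoma line after 48 hours of compound exposure at 37 degrees C was determined by luminescence with CellTiter-Glo, and concentration-effect curves were then fitted and categorized.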
KB-V1 cytotox: KB-V1 MDR subline cytotoxicity; KB-V1 MDR cells viability, CellTiter-Glo, 72 h; Potency, µM (highest dose often 46.1 µM), for inactives: top-dose activity change, negative = cytotoxicity, most hits filed as cytotoxic; 3.4% of 400,000 active; AID 1347076; also: % is scaled to controls: 0 for no effect and ±100 for the full control effect; nearly all actives have a fitted effect of over 60% in size
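Cells of the MDR subline KB-V1 are plated, dosed with compound at multiple concentrations, and incubated 72 h at 37 degrees C; CellTiter-Glo is then added and luminescence read after 10 min.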
GLP-1R inv ag: GLP-1 receptor (human) inverse agonism. 1.6% of 410,000 active. Potency, µM (highest dose often 38.3 µM), for the others: top-dose activity change, negative = inhibition, hits mostly inhibitors. HEK293 GLP-1R CRE-luciferase, luminescence, 24 h; GLP-1R form is constitutively active. P43220; also: % is scaled to controls: 0 for no effect and ±100 for the full control effect; nearly all actives have a fitted effect of over 55% in size
Target sequence (P43220 whole entry, looked up): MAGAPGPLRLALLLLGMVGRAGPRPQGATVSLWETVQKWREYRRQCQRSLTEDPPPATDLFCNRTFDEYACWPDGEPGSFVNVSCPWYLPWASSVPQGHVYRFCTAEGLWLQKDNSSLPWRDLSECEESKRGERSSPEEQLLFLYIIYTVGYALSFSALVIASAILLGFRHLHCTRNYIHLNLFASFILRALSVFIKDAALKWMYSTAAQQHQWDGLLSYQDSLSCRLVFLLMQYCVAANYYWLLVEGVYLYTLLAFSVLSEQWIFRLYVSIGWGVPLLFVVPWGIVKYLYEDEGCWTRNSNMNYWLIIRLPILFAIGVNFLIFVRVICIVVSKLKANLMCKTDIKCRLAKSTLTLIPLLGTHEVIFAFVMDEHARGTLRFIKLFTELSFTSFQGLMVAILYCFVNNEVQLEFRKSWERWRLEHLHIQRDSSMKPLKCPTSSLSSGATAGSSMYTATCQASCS
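GLP-1R inverse agonism mode: basal reporter luminescence in engineered HEK293 cells measured after one day of compound exposure at 37 deg C, with a 12 min room-temperature detection step.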
HT1080 IDH1KD tx: HT-1080 IDH1 knockdown cell toxicity (counter line). HT-1080 IDH1 knockdown viability, ATP luminescence, 48 h. Potency, µM (titrated, usually from 46.1 µM), for the others: top-dose activity, negative = toxicity, usual class: cytotoxic. 2% of 360,000 active;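 also: 0% = DMSO wells and -100% = cell-free medium wells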
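Luminescent ATP read-out (CellTiter-Glo, 10 min at room temperature) after 48 h compound exposure at 37 °C gave viability of IDH1-knockdown HT-1080 cells. Activity was normalised to DMSO and cell-free wells, then fitted as concentration-response curves.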
TDP-43 yeast inh: inhibitors of TDP-43 toxicity in yeast; Potency, µM (top dose mostly 46.1 µM), for the others: at the top dose growth rescue (activation), hits mostly activators; TDP-43 expressing yeast growth rescue, BacTiter-Glo, 24 h; 1.8% of 410,000 active; also: % of control where 0% means no effect; nearly all actives have a fitted effect of over 50% in size
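Cell-based yeast growth screen: TDP-43 expression induced in galactose, inoculum OD600=0.02 after raffinose pregrowth to mid-log. Read-out BacTiter-Glo luminescence at 24 hr, 30 deg C; inhibition of toxicity seen as signal increase.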
GLP1R cytotox: cytotoxic in the GLP-1 receptor inverse agonist counter-screen. HEK293 cAMP-luciferase reporter cells, luminescence, 24 h. Potency, µM (series often up to 38.3 µM), inactives show at the highest dose activity change, negative = inhibition, hits mostly inhibitors. 0.13% of 410,000 active;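 also: loss of luciferase light is scored as toxicity; % is scaled to controls: 0 for no effect and ±100 for the full control effect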
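Luminescence readout: signal drop marks cytotoxicity. Plated cells grew 12 h at 37 °C, 5% CO2, received 23 nL compound for 24 h, then got luciferase reagent, read after 12 min at RT.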
GLP1R ag: GLP-1 receptor (human) agonism; 0.007% of 380,000 active; P43220; AID 624172; HEK293 GLP-1R CRE-luciferase, luminescence, 4-6 h; cells express a hypersensitive GLP-1R form; Potency, µM (doses to about 45.6 µM), for the others: top-dose activation, actives largely listed as activators; also: % of control where 0% means no effect
SW480 rereplic: induces DNA re-replication in SW480 colon adenocarcinoma cells | SW480 DNA re-replication, Hoechst DNA content imaging, 48 h | Potency, µM (series often up to 46.1 µM), for inactives: top-dose re-replication activation, hits mostly activators | 1.8% of 340,000 active; also: % of control where 0% means no effect; nearly all actives have a fitted effect of over 55% in size
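Quantitative HTS format with DMSO vehicle controls; 48 hr drug incubation at 37 C, then 40 min Hoechst staining and scanning imager measurement at 405 nm excitation.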
Starred values were filed as active, the others as inactive; [ ] = remark or other dose. Calls follow the shape of the dose curve; as a rule, active = well fitted curve in the direction sought with a large enough effect; inconclusive = small, poorly fitted or top-dose-only effect, or another doubt; inactive = no such curve, though single readings can be large; an effect the other way counts as inactive or inconclusive. Potency is read from the fitted curve at half-maximal effect.

`O=C(C[C@H]1C/C=C\C[C@H](Cc2ccc(F)cc2)C(=O)O[C@@H](c2ccccc2)CNC1=O)N[C@@H](CO)Cc1ccccc1` gave KB-3-1 tox -5%, HT1080NT lethal -1%, KB-V1 cytotox inconclusive, GLP-1R inv ag 3%, HT1080 IDH1KD tx -5%, TDP-43 yeast inh 10%, GLP1R cytotox 1%, GLP1R ag 1% and SW480 rereplic -4%[9.22 µM].
For CC(Oc1cccc(Cl)c1)C(=O)Nc1cc(S(=O)(=O)N2CCOCC2)ccc1N1CCCC1 (stereo not given) the results were KB-3-1 tox -3%, HT1080NT lethal 16%, KB-V1 cytotox 4%, GLP-1R inv ag 4%, HT1080 IDH1KD tx 4%, TDP-43 yeast inh 0%, GLP1R cytotox 3%, GLP1R ag 0% and SW480 rereplic -1%.
Cc1cccc(N/N=C(\C(N)=O)C2=NC(C)(C)Cc3ccccc32)c1 was read as KB-3-1 tox 16µM*, HT1080NT lethal inconclusive, KB-V1 cytotox 23µM*, GLP-1R inv ag inconclusive, HT1080 IDH1KD tx inconclusive, TDP-43 yeast inh 19%, GLP1R cytotox -27%, GLP1R ag 23% and SW480 rereplic 16%.
`Cc1cccc(NC(=O)CN2CCN(C(=O)C(C)Oc3ccc(C#N)cc3)CC2)c1C` (stereo not given) gave KB-3-1 tox -4%, HT1080NT lethal -1%, KB-V1 cytotox -7%, GLP-1R inv ag -1%, HT1080 IDH1KD tx -5%, TDP-43 yeast inh -7%, GLP1R cytotox 12%, GLP1R ag -7% and SW480 rereplic 1%.
For Clc1cc(/C=N\NC2=NCCN2)cc(Cl)n1 the results were KB-3-1 tox 0%, HT1080NT lethal -7%, KB-V1 cytotox 2%, GLP-1R inv ag 6%, HT1080 IDH1KD tx -3%, TDP-43 yeast inh -1%, GLP1R cytotox inconclusive, GLP1R ag 17% and SW480 rereplic -9%.
For CCN(CC)c1ccc(C(=O)N/N=C/c2ccccc2OC(F)F)cc1 the results were KB-3-1 tox inconclusive, HT1080NT lethal inconclusive, KB-V1 cytotox 2%, GLP-1R inv ag inconclusive, HT1080 IDH1KD tx inconclusive, TDP-43 yeast inh 6%, GLP1R cytotox -10%, GLP1R ag 3% and SW480 rereplic inconclusive.
`CC1C(=O)OC(c2ccc(Br)cc2)C(C)(C)C1=O` (stereo not given) gave KB-3-1 tox 7%, HT1080NT lethal 8%, KB-V1 cytotox 17%, GLP-1R inv ag 9%, HT1080 IDH1KD tx 3%, TDP-43 yeast inh inconclusive, GLP1R cytotox -4%, GLP1R ag -1% and SW480 rereplic -2%.
For COc1ccc(C(=O)Nc2ccc(-c3nnn(CC(=O)NCc4ccco4)n3)cc2)cc1 the results were KB-3-1 tox -4%, HT1080NT lethal 0%, KB-V1 cytotox 0%, GLP-1R inv ag 19%, HT1080 IDH1KD tx 3%, TDP-43 yeast inh 7%, GLP1R cytotox -4%, GLP1R ag 5% and SW480 rereplic -19%.
Screening Nc1nc2cc(Cl)c(Br)cc2o1 returned KB-3-1 tox -11%, HT1080NT lethal 20%, KB-V1 cytotox inconclusive, GLP-1R inv ag 42%[activator], HT1080 IDH1KD tx 25%, TDP-43 yeast inh 20µM*, GLP1R cytotox -3%, GLP1R ag 23% and SW480 rereplic 1%.
Screening CCc1cc2cc(C)cc(C)c2nc1SCC(=O)N1CCN(C(=O)c2ccco2)CC1 returned KB-3-1 tox inconclusive, HT1080NT lethal 0%, KB-V1 cytotox 23µM*, GLP-1R inv ag -3%, HT1080 IDH1KD tx -1%[9.24 µM], TDP-43 yeast inh 5%, GLP1R cytotox -10%, GLP1R ag 0% and SW480 rereplic -1%.
`O=C(O)CCCN=Cc1c(O)c2ccccc2oc1=O` gave KB-3-1 tox 16%, HT1080NT lethal -23%, KB-V1 cytotox -17%, GLP-1R inv ag -28%, HT1080 IDH1KD tx inconclusive, TDP-43 yeast inh -21%, GLP1R cytotox -2%, GLP1R ag 3% and SW480 rereplic 4%.
`O=C(NNC1CC(=O)N(c2ccc(Br)cc2)C1=O)c1ccco1` (stereo not given) gave KB-3-1 tox 21%, HT1080NT lethal 0%, KB-V1 cytotox 7%, GLP-1R inv ag -16%, HT1080 IDH1KD tx 2%, TDP-43 yeast inh -12%, GLP1R cytotox -1%, GLP1R ag 0% and SW480 rereplic 30%.
For CC(=O)NC(=S)Nc1ccc(NC(=O)COc2ccc(C(C)C)cc2)cc1 the results were KB-3-1 tox 4%, HT1080NT lethal -16%, KB-V1 cytotox -2%, GLP-1R inv ag inconclusive, HT1080 IDH1KD tx -12%, TDP-43 yeast inh 21%, GLP1R cytotox 4%, GLP1R ag 10% and SW480 rereplic 2%.
For COc1cc(S(=O)(=O)N(Cc2cccs2)C2CC2)ccc1-n1cnnn1 the results were KB-3-1 tox -17%, HT1080NT lethal -3%, KB-V1 cytotox 4.6µM*, GLP-1R inv ag 9%, HT1080 IDH1KD tx 0%, TDP-43 yeast inh 28%, GLP1R cytotox -22%, GLP1R ag 1% and SW480 rereplic -5%.
`Cc1ccc(OCCCC(=O)Nc2ccccc2C(F)(F)F)cc1` gave KB-3-1 tox 2%, HT1080NT lethal 4%, KB-V1 cytotox 7%, GLP-1R inv ag inconclusive, HT1080 IDH1KD tx -1%, TDP-43 yeast inh 15%, GLP1R cytotox -16%, GLP1R ag 10% and SW480 rereplic 1%[9.22 µM].
For CCOC(=O)c1cc(-c2ccc(/C=C3/C(=O)NC(=O)C(C#N)=C3C)o2)ccc1Cl the results were KB-3-1 tox 1%, HT1080NT lethal 3%, KB-V1 cytotox 10%, GLP-1R inv ag 0%, HT1080 IDH1KD tx 1%, TDP-43 yeast inh -6%, GLP1R cytotox -2%, GLP1R ag 15% and SW480 rereplic -2%.
`CC(C)(C)C(=O)NC1(C(F)(F)F)C(=O)Nc2c1c(=O)[nH]c(=O)n2-c1ccccc1` (stereo not given) gave KB-3-1 tox 7%, KB-V1 cytotox 13%, GLP-1R inv ag -2%, TDP-43 yeast inh 4% and GLP1R cytotox -2%.
COc1cc(CN(C)Cc2cc(=O)n3ccsc3n2)ccc1OC(F)F was read as KB-3-1 tox -30%, HT1080NT lethal -4%, KB-V1 cytotox 13µM*, GLP-1R inv ag 13%, HT1080 IDH1KD tx 0%, TDP-43 yeast inh -28%, GLP1R cytotox -1%, GLP1R ag 4% and SW480 rereplic inconclusive.
`COc1ccc(/C=C/C=C2\N=C(SC)SC2=O)cc1` gave KB-3-1 tox 8%, HT1080NT lethal 16%, KB-V1 cytotox inconclusive, GLP-1R inv ag 5%, HT1080 IDH1KD tx 25%, TDP-43 yeast inh 3%, GLP1R cytotox -19%, GLP1R ag -3% and SW480 rereplic -6%.
`c1ccc2c(Cn3nnc4ccccc43)cccc2c1` gave KB-3-1 tox -2%, HT1080NT lethal -24%, KB-V1 cytotox -2%, GLP-1R inv ag -10%, HT1080 IDH1KD tx -17%, TDP-43 yeast inh inconclusive, GLP1R cytotox 8%, GLP1R ag 4% and SW480 rereplic -1%.
Screening Cc1ccc2nc3c(c(C(=O)O)c2c1)CCC3 returned KB-3-1 tox -9%, HT1080NT lethal 1%, KB-V1 cytotox 6%, GLP-1R inv ag 5%, HT1080 IDH1KD tx 2%[9.24 µM], TDP-43 yeast inh -20%, GLP1R cytotox 10%, GLP1R ag -2% and SW480 rereplic -1%.
`CCc1c(C)c2ccc(OC(C)C(=O)NC(Cc3c[nH]c4ccc(O)cc34)C(=O)O)c(C)c2oc1=O` (stereo not given) gave KB-3-1 tox 0%, HT1080NT lethal 1%, KB-V1 cytotox 21%, GLP-1R inv ag 6%, HT1080 IDH1KD tx 7%, TDP-43 yeast inh inconclusive, GLP1R cytotox 0%, GLP1R ag -3% and SW480 rereplic -12%.
Screening Cc1c(C(=O)O)sc2nc(-c3cccs3)cc(C(F)(F)F)c12 returned KB-3-1 tox -24%, HT1080NT lethal -9%, KB-V1 cytotox 17%, GLP-1R inv ag -8%, HT1080 IDH1KD tx 0%, TDP-43 yeast inh -4%, GLP1R cytotox 11%, GLP1R ag -1% and SW480 rereplic -17%.
Screening Cc1ccc(C)c(NC(=O)CN(C)C(=O)CN2C(=O)NC3(CCc4ccccc43)C2=O)c1 (stereo not given) returned KB-3-1 tox 4%, HT1080NT lethal 0%, KB-V1 cytotox inconclusive, GLP-1R inv ag -28%, HT1080 IDH1KD tx 7%, TDP-43 yeast inh 20%, GLP1R cytotox -28%, GLP1R ag 5% and SW480 rereplic -5%.

Molecules above with a CF3 group, in the order listed:
`Cc1ccc(OCCCC(=O)Nc2ccccc2C(F)(F)F)cc1` gave KB-3-1 tox 2%, HT1080NT lethal 4%, KB-V1 cytotox 7%, GLP-1R inv ag inconclusive, HT1080 IDH1KD tx -1%, TDP-43 yeast inh 15%, GLP1R cytotox -16%, GLP1R ag 10% and SW480 rereplic 1%[9.22 µM].
`CC(C)(C)C(=O)NC1(C(F)(F)F)C(=O)Nc2c1c(=O)[nH]c(=O)n2-c1ccccc1` (stereo not given) gave KB-3-1 tox 7%, KB-V1 cytotox 13%, GLP-1R inv ag -2%, TDP-43 yeast inh 4% and GLP1R cytotox -2%.
Screening Cc1c(C(=O)O)sc2nc(-c3cccs3)cc(C(F)(F)F)c12 returned KB-3-1 tox -24%, HT1080NT lethal -9%, KB-V1 cytotox 17%, GLP-1R inv ag -8%, HT1080 IDH1KD tx 0%, TDP-43 yeast inh -4%, GLP1R cytotox 11%, GLP1R ag -1% and SW480 rereplic -17%.
